From PubChem
CHO-K1 Ca ag: counter-screen for M1 agonists: effect in parental CHO-K1 cells; Fluo-8 calcium fluorescence; scaled to maximal ATP response, vehicle zero; activation, % at 3 µM; 360,000 compounds, 0.48% hits; AID 602248; in the data active = activation above about 15%;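 also: untransfected CHO-K1 host cells lacking M1 receptor as counterscreen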
CHO parental Ca: counter-screen for OX1R antagonists: effect in parental CHO cells; parental CHO-K1, ATP-induced calcium, Fluo-8 fluorescence; inhibition, % at 5.6 µM; 330,000 compounds, 0.63% hits; AID 463079;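 active = inhibition above that plate's mean sample inhibition plus 3 SD, cut at about 26% in these data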;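 also: 0% = ATP-challenged DMSO wells and 100% = DMSO wells without ATP; some compounds past the cut are filed as inactive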
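Measured by: calcium-sensitive Fluo-8 fluorescence / Test system: CHO parental line / Controls: ATP-challenged DMSO wells low, unchallenged DMSO wells high / Measure: % inhibition / Compound: single nominal dose of 5.6 µM per compound / Replicates: single well per compound, no replicates / Reagent: ATP as calcium-mobilizing challenge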
M1 PAM parental: counter-screen for M1 PAMs: effect in parental CHO-K1 cells | 360,000 compounds, 0.02% hits | activation, % at 3 µM | ATP EC20, Fluo-8 calcium fluorescence; 0% at ATP EC20, 100% at ATP max;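 active = activation above the run cutoff, the mean activation of all test compounds plus 3 SD, cut at about 40% in these data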;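 also: peak over basal fluorescence ratio in a 140 s read after ATP addition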
V1R ag counter: activates human V1a receptor in oxytocin agonist counter-screen | CHO-V1R cells, Fluo-8 calcium fluorescence, agonist mode; 0% DMSO, 100% 3 nM vasopressin | AID 2797 | activation, % at 3 µM | 320,000 compounds, 0.25% hits | P37288;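 active = activation above the mean activation of all tested compounds plus 3 SD, per screening run, cut at about 20% in these data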;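 also: signal is peak over basal fluorescence ratio across a 100 second FLIPR read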
OXTR potentiator: potentiates the human oxytocin receptor response | AID 2445 | CHO-OTR cells, Fluo-8 calcium fluorescence, potentiator mode; 0% = oxytocin EC15, 100% = EC100 | 320,000 compounds, 0.061% hits | activation, % at 3 µM;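 active = activation above that plate's cutoff, the mean activation of tested compounds plus 3 SD, cut at about 6.6% in these data, passing the limit was not always enough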;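 also: 100% uses oxytocin at 75 nM as the full agonist control; some results filed as inactive read as strong as hits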
Target sequence (P30559 whole entry, looked up): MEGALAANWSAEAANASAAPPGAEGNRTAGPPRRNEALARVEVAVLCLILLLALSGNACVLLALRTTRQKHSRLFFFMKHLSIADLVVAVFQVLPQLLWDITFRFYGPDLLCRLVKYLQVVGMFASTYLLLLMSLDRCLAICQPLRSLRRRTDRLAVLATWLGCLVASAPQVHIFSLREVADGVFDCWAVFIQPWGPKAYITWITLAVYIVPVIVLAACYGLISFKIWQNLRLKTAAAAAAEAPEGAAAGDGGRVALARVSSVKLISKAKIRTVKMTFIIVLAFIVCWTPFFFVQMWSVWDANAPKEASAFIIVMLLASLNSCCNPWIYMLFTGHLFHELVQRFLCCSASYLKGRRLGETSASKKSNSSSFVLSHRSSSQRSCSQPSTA
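Replication – single well per compound, singlicate · Assay system – CHO cell line stably expressing human OTR · Timing – 6 min pre-incubation, 100 s read · Measure – normalized max/min fluorescence ratio, % activation · Doses – 3.0 µM, one dose · Detection – Fluo-8 calcium dye fluorescence · Probe or stimulus – oxytocin near EC15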
CHO-K1 Ca antag: nonselective inhibitor or artifact in parental CHO-K1 cells; ATP-induced calcium, Fluo-8 fluorescence; inhibition, % at 3 µM; 360,000 compounds, 0.6% hits;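 active = inhibition above a per-plate cutoff, the plate's mean sample inhibition plus 3 SD, cut at about 24% in these data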;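 also: 0% = DMSO plus EC80 ATP and 100% = DMSO alone without ATP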
TAAR1 antagonist: human TAAR1 antagonism; 360,000 compounds, 1.5% hits; inhibition, % at 3 µM; AID 624466; Q96RJ0; CHO RD-HGA16 TAAR1, Fluo-8 calcium fluorescence, antagonist;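 active = inhibition above a per-plate cutoff, the mean inhibition of test compounds on that plate plus 3 SD, cut at about 49% in these data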;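 also: 0% = DMSO plus EC80 beta-PEA response and 100% = DMSO alone without agonist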
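System: CHO RD-HGA16 cells bearing hTAAR1. Reagent: EC80 β-phenethylamine stimulus. Schedule: seeding 17-24 h prior, 75-min 37 °C, 30-min RT dye loading. Signal: Fluo-8 intracellular calcium dye fluorescence, real-time kinetic reads. Read-out: % inhibition from peak post-agonist over basal fluorescence ratio. Benchmarks: vehicle wells and EC80 agonist wells. Replicates: n of 1.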
M1 ag: human M1 muscarinic receptor agonism; P11229; activation, % at 3 µM; AID 588814; CHO-K1 hM1, Fluo-8 calcium fluorescence, agonist mode; 0% DMSO, 100% acetylcholine EC100; 360,000 compounds, 0.33% hits;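 active = activation above the run's mean compound activation plus 3 SD, cut at about 16% in these data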;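 also: peak over basal fluorescence ratio within a 140 s kinetic read after compound addition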
Target sequence (P11229 whole entry, looked up): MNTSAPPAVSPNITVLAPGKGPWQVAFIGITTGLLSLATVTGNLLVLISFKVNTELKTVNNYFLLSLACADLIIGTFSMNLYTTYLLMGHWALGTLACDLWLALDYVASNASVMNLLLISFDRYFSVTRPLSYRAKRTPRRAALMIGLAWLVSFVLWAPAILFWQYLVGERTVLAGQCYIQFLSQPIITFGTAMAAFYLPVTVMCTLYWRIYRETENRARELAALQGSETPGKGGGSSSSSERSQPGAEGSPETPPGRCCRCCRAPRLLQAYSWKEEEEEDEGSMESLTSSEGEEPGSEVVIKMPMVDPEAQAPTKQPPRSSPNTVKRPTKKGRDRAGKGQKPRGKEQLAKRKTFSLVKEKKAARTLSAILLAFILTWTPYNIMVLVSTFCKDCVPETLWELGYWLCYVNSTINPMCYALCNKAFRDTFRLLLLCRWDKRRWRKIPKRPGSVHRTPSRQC
TAAR1 ag: agonists of human TAAR1; Q96RJ0; CHO RD-HGA16 TAAR1, Fluo-8 calcium fluorescence; vehicle wells 0%, saturating PEA agonist 100%; activation, % at 3 µM; 360,000 compounds, 0.99% hits;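 active = activation above the mean activation of all test compounds in the run plus 3 SD, cut at about 38% in these data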
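Test system: RD-HGA16 (CHO) cells co-expressing Gα16 and hTAAR1 / Benchmarks: DMSO vehicle as 0%, PEA at EC100 as 100% / Repeats: no replicates (n 1) / Measure: % activation from peak over basal fluorescence ratio, DMSO-to-PEA scaled / Timing: 17-24 h plating, Fluo-8 75 min 37 °C, 30 min RT / Technique: kinetic Fluo-8 calcium fluorescence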
* = called active by the depositor; nt = not tested or not shown.

SMILES | CHO-K1 Ca ag | CHO parental Ca | M1 PAM parental | V1R ag counter | OXTR potentiator | CHO-K1 Ca antag | TAAR1 antagonist | M1 ag | TAAR1 ag
CC(C)C[C@H](NC(=O)OC(C)(C)C)C(=O)N[C@@H](CO)[C@H](O)[C@@H]1C[C@@H]1C(=O)N(C)C | 0.2 | -2 | 3 | 0.0 | -6 | -5 | nt | -4 | nt
CCN(CC)CCNC(C(=O)Nc1cc(C(F)(F)F)ccc1Cl)c1ccccc1 (stereo unspecified) | 2.3 | -16 | 23 | 1.1 | -2 | -16 | -7 | -9 | 3
C/C(N)=C(/C#N)C(=O)COC(=O)c1ccccc1Oc1ccccc1 | 2.7 | -9 | 6 | 1.0 | -14 | -17 | 5 | -3 | 1
COc1ccc(-n2c(/C=C(\C)O)nc(=O)c3c(C)cc(C)nc32)cc1 | -0.9 | -27 | -3 | -1.0 | -6 | -11 | -14 | -7 | 6
CC(=O)Cc1nsc(NC(=O)c2ccc(-c3ccc(F)cc3)o2)n1 | 2.1 | -19 | -6 | 0.3 | -1 | -5 | -24 | -6 | 3
COc1ccc(C(=O)Oc2ccc(C)cc2)cc1S(=O)(=O)N1CCOCC1 | 3.2 | nt | 11 | nt | nt | -2 | -7 | -3 | 8
CC(C)c1ccc(NC(=O)C(c2ccccc2)N2CCN(C(=O)c3ccco3)CC2)cc1 (stereo unspecified) | 0.1 | -21 | 11 | 1.5 | 0 | -4 | -2 | -4 | 0
CC(C)N1C(=O)C2ON(c3ccccc3)C(c3cccs3)C2C1=O (stereo unspecified) | 0.9 | -16 | 2 | 1.6 | -9 | 2 | 6 | -7 | 7
COc1ccccc1CNC(=O)C1CCN(S(=O)(=O)c2ccc3c(c2)OCCCO3)CC1 | 1.1 | -12 | 21 | 2.3 | 0 | -15 | -16 | -9 | 0
O=C(Cn1cc(COc2ccccc2C(F)(F)F)nn1)c1ccc(O)cc1 | 1.6 | nt | 22 | nt | nt | -6 | -18 | -1 | 1
O=C(NCC(c1cccs1)N1CCOCC1)c1cc(S(=O)(=O)N2CCOCC2)c(Cl)cc1Cl (stereo unspecified) | 0.7 | -22 | 20 | -0.8 | 1 | -7 | 0 | -4 | 1
CCCn1nc(NC(=O)c2ccccn2)c2cc3cc(C)ccc3nc21 | 0.9 | -13 | 10 | -1.6 | -7 | 3 | 25 | -6 | 5
CCN1CCCC1CNC(=O)C1c2cc(OC)c(OC)cc2C(=O)N(C)C1c1cccnc1 (stereo unspecified) | -0.2 | -5 | 21 | 0.3 | 0 | -15 | 6 | -2 | 2
CC1CN(S(=O)(=O)c2cccc(C(F)(F)F)c2)CC(C)O1 (stereo unspecified) | 1.4 | -2 | 18 | -0.3 | -6 | -13 | -22 | -4 | 3
CCC(=O)n1nc(-c2cccnc2)nc1NCc1ccccc1 | 0.1 | nt | 12 | nt | nt | -10 | -3 | -2 | -1
O=C1CCCC(=O)N1c1ccc(N2CCOCC2)c([N+](=O)[O-])c1 | 0.5 | -5 | -24 | 1.4 | -4 | -5 | -7 | -1 | 4
C=C1CCN([C@@H](Cc2ccccc2)C(=O)O)S(=O)(=O)c2ccccc21 | 0.9 | -11 | 9 | 0.1 | 4 | -8 | -2 | -2 | 18
O=C(Nc1nnc(S(=O)(=O)N2CCCCCC2)s1)c1cccc(Br)c1 | 2.4 | 3 | 9 | 8.4 | -10 | 0 | 1 | 2 | 1
COc1cc(/C=C2\SC(=S)N(CCC(=O)N3CCN(C)CC3)C2=O)cc(OC)c1OC | 1.7 | -14 | 21 | 1.5 | -2 | -18 | -10 | -6 | -1
CCC(=O)N1CCc2cc(S(=O)(=O)NCCC(=O)N3CCN(c4ccccn4)CC3)ccc21 | 0.5 | -10 | 2 | 0.5 | 1 | 2 | -7 | -5 | 10
CCC1C2CN(C(C)=O)CC=C2C(C#N)=C(N)C1(C#N)C#N (stereo unspecified) | 0.2 | -2 | 5 | -0.6 | -24 | -13 | -6 | -2 | 4
COCCNC(=O)C1(C)CCCN(C(=O)c2ccccc2)C1 (stereo unspecified) | -0.1 | nt | 18 | nt | nt | -11 | 13 | -1 | 1
CCC(OC(=O)c1nsc(Cl)c1Cl)C(=O)NCc1ccco1 (stereo unspecified) | 0.0 | -6 | 0 | -0.9 | -10 | -3 | 1 | -4 | 2
C=Cc1ccc(Cn2c(C)c(C(=O)NCc3ccc4c(c3)OCCO4)sc2=O)cc1 | 1.1 | nt | -10 | nt | nt | 5 | 28 | 0 | 0
CCN(CC)C(=O)c1ccc2c3c(cccc13)C(=O)N(CCc1ccc(OC)c(OC)c1)C2=O | 12 | -16 | 12 | 4.5 | -6 | 5 | nt | -3 | nt
CCOC(=O)N1CCN(c2ccc(F)cc2[N+](=O)[O-])CC1 | -0.2 | -3 | -6 | -0.7 | -10 | 15 | -15 | -4 | 15
Cn1c(SCC(=O)NC2CCCC2)nc2cccnc21 | 0.0 | -17 | 9 | -0.6 | -10 | -7 | 20 | 1 | 0
O=C(Nc1ccc2ccccc2c1)N1CCCN(CCOc2ccccc2)CC1 | 0.2 | -26 | -22 | -0.8 | -13 | 9 | -16 | -8 | 4
CCOc1ccc(Nc2oc(-c3ccc(Cl)cc3)nc2C#N)cc1 | 0.1 | -34 | 6 | -0.3 | -12 | -5 | -8 | -1 | 5
CCCCCC(=O)Nc1ccc(N2CCN(CC)CC2)c(Cl)c1 | 0.2 | -8 | 16 | 0.3 | -5 | -3 | -16 | -7 | 15
C=C1CCC2C(C)(C)[C@@H](O)CC[C@@]2(C)[C@@H]1COc1ccc2ccc(=O)oc2c1 (stereo partly specified) | 4.2 | -1 | 20 | 5.8 | 1 | -11 | 38 | 3 | 31
O=C1C(Cc2ccc(O)cc2)NC(=S)N1Cc1ccccc1 (stereo unspecified) | 3.1 | -2 | 24 | 1.9 | -7 | -15 | 8 | -3 | 0
CCCCN(C(=O)c1cc2c(s1)CCCC2)c1c(N)n(CCC)c(=O)[nH]c1=O | 0.4 | -11 | -1 | 0.3 | -2 | -7 | -16 | -3 | 3
OC[C@@H]1CN(Cc2ccc(-c3ccccc3)cc2)C[C@H](n2cnc3c(Nc4ccccc4)ncnc32)O1 | 11 | nt | 4 | nt | nt | 15 | 51* | 1 | 11
COc1ccccc1CNC(=O)/C=C/c1ccc(S(=O)(=O)N2CCOCC2)cc1 | 1.4 | 3 | 8 | 0.4 | 0 | -8 | 25 | -2 | 1
CCOCCCNC(=O)c1ccc2c(c1)ncn2-c1ccccc1OC | -0.2 | -7 | -17 | 3.0 | -9 | 0 | -14 | 1 | 1

Entries above containing a furan ring, fused or not, in the order listed:
SMILES | CHO-K1 Ca ag | CHO parental Ca | M1 PAM parental | V1R ag counter | OXTR potentiator | CHO-K1 Ca antag | TAAR1 antagonist | M1 ag | TAAR1 ag
CC(=O)Cc1nsc(NC(=O)c2ccc(-c3ccc(F)cc3)o2)n1 | 2.1 | -19 | -6 | 0.3 | -1 | -5 | -24 | -6 | 3
CC(C)c1ccc(NC(=O)C(c2ccccc2)N2CCN(C(=O)c3ccco3)CC2)cc1 (stereo unspecified) | 0.1 | -21 | 11 | 1.5 | 0 | -4 | -2 | -4 | 0
CCC(OC(=O)c1nsc(Cl)c1Cl)C(=O)NCc1ccco1 (stereo unspecified) | 0.0 | -6 | 0 | -0.9 | -10 | -3 | 1 | -4 | 2

The listing continues.
SMILES | CHO-K1 Ca ag | CHO parental Ca | M1 PAM parental | V1R ag counter | OXTR potentiator | CHO-K1 Ca antag | TAAR1 antagonist | M1 ag | TAAR1 ag
CCOc1[nH]n(-c2ccc(Cl)cc2)c(=O)c1C=NCc1cccnc1 | -0.3 | -18 | 3 | -0.9 | -10 | -4 | -8 | -7 | 3
COc1ccc(N2CCN(C(=O)COC(=O)CCOc3ccc(C(C)(C)C)cc3)CC2)cc1 | 1.8 | 0 | 10 | 2.8 | -11 | -3 | -11 | 0 | 2
Cc1c(Cl)cccc1NC(=O)NCCCN1CCCC1=O | 2.4 | 0 | 13 | 0.5 | -9 | -14 | -26 | -1 | 7
O=c1c2ccccc2nc(-c2ccco2)n1CCCn1ccnc1 | 0.9 | -12 | 20 | 0.7 | 0 | -12 | -3 | 0 | 4
COc1ccc2c(c1)CCC(C)N2S(=O)(=O)c1ccc(C2CNC(=O)C2)cc1 (stereo unspecified) | 0.6 | -5 | 20 | 2.5 | -4 | -7 | -2 | -2 | 5
Cc1ccc(-c2nn(CC(=O)NC(C)c3ccccc3)c(=O)c3ccccc23)cc1 (stereo unspecified) | -0.2 | -30 | -6 | 0.2 | -3 | -7 | -19 | 0 | -1
COc1ccc(C(=O)NN2C(=S)N(c3ccc(OC)cc3)C(=O)C2CC(N)=O)cc1 (stereo unspecified) | 0.3 | -9 | 21 | -1.9 | -1 | -7 | -24 | -4 | 5
Cc1ccc2c(NC(=S)NC(=O)c3ccccc3)cccc2n1 | 2.5 | -14 | -10 | 4.8 | -6 | 0 | -24 | 1 | 0
COc1cccc(OC)c1C(=O)Nc1ccnn1C | 1.8 | 21 | 7 | 0.6 | -20 | -14 | nt | -6 | nt
Cc1ccc(S(=O)(=O)NCc2ccccn2)cc1C | 0.2 | -2 | -3 | -0.9 | -11 | -7 | 6 | -1 | 0
O=S(=O)(c1ccc(Cl)cc1)c1cnc(-c2cccnc2)nc1-c1ccccc1 | 0.5 | -4 | 10 | 0.4 | 0 | 0 | 15 | -3 | 0
CCN(CC)CCn1c2c(c(SCC(=O)Nc3ccc4c(c3)OCCO4)nc1=O)CCC2 | -0.5 | -24 | -19 | 0.1 | 5 | 7 | -21 | -8 | 0
CCc1nnc(NC(=O)C2CCCN(c3nc4ccccc4s3)C2)s1 (stereo unspecified) | 3.6 | -17 | -4 | 1.2 | -7 | 0 | 2 | -5 | 12
O=C(N/N=C/c1ccccn1)c1cccc(NC(=O)c2ccccc2Cl)c1 | 3.9 | -13 | 0 | 0.5 | 0 | -2 | 21 | -4 | 8
O=S(=O)(c1cccs1)N1CN(C2CCCCC2)c2nc3ccccc3nc21 | 0.6 | -34 | -13 | -0.8 | -2 | 1 | -33 | -3 | 7
Cc1cc(-c2nc(C)c(-c3nnc(SCC(=O)Nc4cc(Cl)cc(Cl)c4)n3C)s2)no1 | 1.5 | -20 | 9 | -1.2 | -17 | -11 | -6 | -2 | 1
CC(C)CN(C(=O)CN1CCN(S(=O)(=O)c2ccc3ccccc3c2)CC1)c1c(N)n(CC(C)C)c(=O)[nH]c1=O | -0.1 | -12 | 29 | 0.7 | 1 | -8 | -18 | -5 | 1
